Compound activity (PubChem)
ER stress surv = ER stress cell death inhibition; CSM14.1 thapsigargin ER stress survival, ATP luminescence; relative survival (cellular ATP), % at 15 µg/mL (by protocol); 48,000 compounds, 0.33% hits; AID 1010;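 active means survival measured by cellular ATP above 50% at 15 µg/ml in the first screen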;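 further: cell death triggered by about 15 µM thapsigargin; ATP read 24 h after thapsigargin was added; plate controls were thapsigargin with DMSO for no effect and DMSO without thapsigargin for full effect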
* hit, by the source's call. The list is partial; the hit share may differ from the screen's.

SMILES | ER stress surv
COc1cc(/C=C2/SC(=S)N(c3ccccc3)C2=O)cc(Cl)c1OCc1ccccc1 | 5
COc1ccc(OC)c(C2C(C(=O)/C=C/c3ccccc3)=C(O)C(=O)N2CCCCCC(=O)O)c1 (stereo not drawn) | 3
COc1cc(C(=O)N2c3ccc(C)cc3-c3c(ssc3=S)C2(C)C)cc(OC)c1OC | -5
c1ccc(Oc2cccc(CSc3nnnn3-c3ccccc3)c2)cc1 | 9
O=C(CSc1nc2ccccc2s1)OCc1ccc([N+](=O)[O-])cc1 | 11
CCOC(=O)c1cccc(-c2ccc(/C=C3\Sc4ccccc4C3=O)o2)c1 | -1
CCCN1C(=O)c2ccccc2NC1c1ccc(OC)c(CSc2ccccn2)c1 (stereo not drawn) | 0
CCc1ccc(N2C(=O)NC(=O)/C(=C\c3ccc(Oc4ccc([N+](=O)[O-])cn4)cc3)C2=O)cc1 | 5
COc1ccc(NC(=O)c2ccc(OC)c(OC)c2)cc1OC | 11
COC(=O)C1=C(C)NC2=C(C(=O)CC(c3ccccc3)C2)C1c1ccc(Cl)cc1 (stereo not drawn) | 0
CC(C)Oc1ccccc1NC(=O)CSc1nnc(-c2cccc(F)c2)n1-c1ccccc1 | 12
CC(C)(C)N1C(=O)c2ccc(C(=O)Nc3cccc(C(=O)O)c3)cc2C1=O | -4
COc1cc(/C=C2/SC(=Nc3ccccc3Cl)NC2=O)ccc1OC(=O)c1ccccc1 | 4
O=C1/C(=c2\sc3nc4ccccc4n3c2=O)c2ccccc2N1Cc1ccccc1 | 6
O=C(N/C(=C\c1cccnc1)C(=O)N1CCOCC1)c1cccc(Br)c1 | -4
C/C(=N\N1CCN(Cc2ccc(Cl)cc2)CC1)c1ccc(O)cc1 | 9
Cc1cc(Br)ccc1NC(=O)c1ccc(NC(=O)C(C)(C)C)cc1 | 5
C/C(=N\N=C1\NC(=O)C(CC(=O)Nc2cc(Cl)ccc2Cl)S1)C(C)C (stereo not drawn) | 3
O=c1c(C(c2ccccc2)c2ccccc2)c(O)nc2n1CCCS2 | 2
NCCNc1ccc(C(F)(F)F)cc1[N+](=O)[O-] | -6
O=C(Nc1ccc(Cl)cn1)c1cc2ccccc2o1 | -8
N/C(=N\c1nc2ccccc2s1)NC(=O)c1ccccc1 | 6
COc1cc(/C=N\NC(=O)c2ccc(Br)cc2)cc(I)c1O | -3
COc1ccc(NC(=O)c2ccc(I)cc2)c(OC)c1 | 0
Cc1ccc(Br)cc1S(=O)(=O)N1CCN(C(c2ccccc2)c2ccccc2)CC1 | 14

19 entries from above, as comma-separated lines.
compound,ER stress surv
COc1cc(/C=C2/SC(=S)N(c3ccccc3)C2=O)cc(Cl)c1OCc1ccccc1,5
COc1ccc(OC)c(C2C(C(=O)/C=C/c3ccccc3)=C(O)C(=O)N2CCCCCC(=O)O)c1 (stereo not drawn),3
COc1cc(C(=O)N2c3ccc(C)cc3-c3c(ssc3=S)C2(C)C)cc(OC)c1OC,-5
c1ccc(Oc2cccc(CSc3nnnn3-c3ccccc3)c2)cc1,9
O=C(CSc1nc2ccccc2s1)OCc1ccc([N+](=O)[O-])cc1,11
CCOC(=O)c1cccc(-c2ccc(/C=C3\Sc4ccccc4C3=O)o2)c1,-1
CCCN1C(=O)c2ccccc2NC1c1ccc(OC)c(CSc2ccccn2)c1 (stereo not drawn),0
CCc1ccc(N2C(=O)NC(=O)/C(=C\c3ccc(Oc4ccc([N+](=O)[O-])cn4)cc3)C2=O)cc1,5
COc1ccc(NC(=O)c2ccc(OC)c(OC)c2)cc1OC,11
COC(=O)C1=C(C)NC2=C(C(=O)CC(c3ccccc3)C2)C1c1ccc(Cl)cc1 (stereo not drawn),0
CC(C)Oc1ccccc1NC(=O)CSc1nnc(-c2cccc(F)c2)n1-c1ccccc1,12
CC(C)(C)N1C(=O)c2ccc(C(=O)Nc3cccc(C(=O)O)c3)cc2C1=O,-4
COc1cc(/C=C2/SC(=Nc3ccccc3Cl)NC2=O)ccc1OC(=O)c1ccccc1,4
O=C1/C(=c2\sc3nc4ccccc4n3c2=O)c2ccccc2N1Cc1ccccc1,6
O=C(N/C(=C\c1cccnc1)C(=O)N1CCOCC1)c1cccc(Br)c1,-4
C/C(=N\N1CCN(Cc2ccc(Cl)cc2)CC1)c1ccc(O)cc1,9
Cc1cc(Br)ccc1NC(=O)c1ccc(NC(=O)C(C)(C)C)cc1,5
C/C(=N\N=C1\NC(=O)C(CC(=O)Nc2cc(Cl)ccc2Cl)S1)C(C)C (stereo not drawn),3
O=c1c(C(c2ccccc2)c2ccccc2)c(O)nc2n1CCCS2,2

Next section
SMILES | ER stress surv
CCOC(=O)c1c(NC(=S)Nc2ccc(C)cc2)sc2c1CCN(Cc1ccccc1)C2 | -8
CCC(=O)Oc1ccc2ccc(=O)oc2c1 | 10
CCOC(=O)CNC(=O)CCCOc1ccc(Cl)cc1Cl | 10
CC(=O)C1=C(O)C(=O)N(CCN(C)C)C1c1cccc(F)c1 (stereo not drawn) | -3
COc1cccc2sc(NC(=O)c3ccc(C)cc3)nc12 | 3
NC(=O)c1ccccc1NC(=O)c1cccc(I)c1 | 4
CC(C)OC(=O)C1C(=O)CC(C)(O)C(C(=O)OC(C)C)C1c1ccc(Cl)cc1 (stereo not drawn) | 6
CCOc1ccc(C(=O)Nc2cccc3nsnc23)cc1Br | 0
COc1ccc(OCCOCCN2CCC(C)CC2)cc1 | -3
O=C(N/N=C\c1ccc(Cl)cc1Cl)c1cncc(Br)c1 | 1
O=C(CCC(=O)Nc1ccccc1)N/N=C/c1ccncc1 | 2
CC1CCCN(C(=O)Cc2ccc(Br)cc2)C1 (stereo not drawn) | 6
COc1ccc(Br)cc1C(=O)Nc1cccc2nsnc12 | 14
O=C(Nc1ccc(N2CCCCC2)c(Cl)c1)c1sc2ccccc2c1Cl | 3
Cc1ncc(C23CC4CC(CC(C4)C2)C3)[nH]1 | -4
CC1CCN(C(=S)Nc2ccccc2)CC1 | -1
CCOC(=O)c1sc(NC(=O)c2cc3n(n2)C(C(F)(F)F)CC(c2ccc4c(c2)OCO4)N3)c(C(=O)OCC)c1C (stereo not drawn) | 7
COc1ccc(C2C(C(=O)OC(C)C)=C(C)N=c3s/c(=C/c4c[nH]c5ccccc45)c(=O)n32)cc1 (stereo not drawn) | 2
O=C(COc1ccc2ccccc2c1)Nc1cc(Cl)ccc1Cl | 6
COc1ccccc1C(=O)NNC(=O)C(c1ccccc1)c1ccccc1 | 10
Nc1ccc(-c2cc(-c3ccc(N)cc3)nc(-c3ccc(N)cc3)n2)cc1 | 8
Cc1ccc(/C=C(\C#N)c2nc(-c3ccc([N+](=O)[O-])cc3)cs2)o1 | -6
CCN(CC)S(=O)(=O)c1cc(C(=O)Nc2ccccc2OC)ccc1Cl | 7
c1ccc2[nH]c(CSc3nc4ccccc4s3)nc2c1 | 11
COc1ccc(N(CC(=O)O)S(=O)(=O)c2ccc(NC(C)=O)cc2)cc1 | 5
(listing goes on)
SMILES | ER stress surv
CC(C)=N/N=C1/NC(=O)C(CC(=O)Nc2ccc(C)c(C)c2)S1 (stereo not drawn) | 2
O=C(N/N=C\c1ccccc1Br)c1cnccn1 | 10
COC(=O)C1=C(C)N(c2cccc(C(F)(F)F)c2)C(=O)C1 | -2
O=C(CSc1nnc(-c2ccco2)n1-c1ccccc1)Nc1ccccc1[N+](=O)[O-] | 6
CC(C)(C)C1(O)CC(C(F)(F)F)=NN1C(=O)CCc1ccccc1 (stereo not drawn) | 7
O=C(Nc1cccc([N+](=O)[O-])c1)c1ccc2ccccc2n1 | -14
O=S(=O)(Nc1ccccc1)c1ccc2c(c1)OCCO2 | 3
CC1=C(C(=O)Nc2cccc(C)c2)C(c2ccc(Br)cc2)NC(=S)N1 (stereo not drawn) | -3
COc1ccc2c(C)c(C(=O)O)oc2c1OC | 6
CCc1c(C#N)c(N)nc(SCC(=O)c2ccc(C)cc2)c1C#N | -5
CON1C(=O)CN(C(C)=O)C1c1ccc(Cl)cc1Cl (stereo not drawn) | -1
CC(=O)n1cc(/C=C2\Sc3ccccc3C2=O)c(-c2ccccc2)n1 | 4
CCSCCOC(=O)C1=C(C)NC(=O)NC1c1cc(OC)c(OC)c(OC)c1 (stereo not drawn) | 6
Cc1c(C(=O)N2CCC(C)CC2)cccc1[N+](=O)[O-] | 1
COc1cc(/C=C(\C#N)c2nn(CCO)c(N)c2C#N)ccc1OCc1ccc(Cl)cc1Cl | -3
Nc1ccc(S(=O)(=O)Nc2cccc3cccnc23)cc1 | 2
Cc1cccc(OCCOc2ccc(Cl)cc2/C=C2/SC(=S)N(C)C2=O)c1 | 8
C=CCN1C(=O)/C(=C\c2ccc3c(c2)OCO3)C(=O)NC1=S | 1
CCO/N=C(\c1nonc1N)N1CCOCC1 | 5
CCOc1cccc(-c2cc(C(=O)Nc3nnc(C)s3)c3ccccc3n2)c1 | 2
O=C(O)CN(c1cccc(Cl)c1)S(=O)(=O)c1ccccc1 | 4
COc1cc(C2SCC(=O)N2Cc2ccco2)ccc1O (stereo not drawn) | 5
O=S(=O)(Cc1ccc(Cl)cc1)CC(O)COCc1ccccc1 (stereo not drawn) | 2
COC(=O)C12CC3CC(CC(C(=O)OC)(C1)C31SCCS1)C21SCCS1 | 14
COc1ccc2nc(SCC(=O)NCCc3ccccc3)[nH]c2c1 | -5
Carrying on.
SMILES | ER stress surv
COc1cc(/C=C2/SC(=S)N(C)C2=O)cc(Cl)c1OCc1ccccc1Cl | -1
COc1cc(NC(=O)/C=C/c2ccccc2)cc(OC)c1 | 3
CC(=O)c1cccc(NC(=O)C(C)Sc2ccc(Cl)cc2)c1 (stereo not drawn) | 1
COc1cc(OC)cc(C(=O)N2CCN(C(c3ccccc3)c3ccccc3)CC2)c1 | 12
COc1ccc(-c2cc3nc[nH]c(=O)c3s2)cc1 | -5
O=C(CCN1C(=O)c2cccc3cccc(c23)C1=O)NCc1ccco1 | 7
C=CCNC(=O)CN(c1ccc(OC)cc1)S(=O)(=O)c1ccc(C)cc1 | 13
O=C(c1cc(F)c(F)cc1[N+](=O)[O-])N1CCOCC1 | 2
CC1CCC2(CC1)NC(=S)c1c(sc3c1CCC(C)C3)N2 (stereo not drawn) | 6
COc1cc(/C=N\NC(=O)c2cccc(Cl)c2)ccc1OCCOCCOc1ccc(C)cc1 | 13
COc1cc(C2Nc3ccccc3C(=O)N2Cc2ccccc2)ccc1O (stereo not drawn) | 10
COc1ccc(C(=O)NC2CCC(CC3CCC(NC(=O)c4ccc(OC)c(OC)c4)CC3)CC2)cc1OC (stereo not drawn) | 8
CCOC(=O)CNC(=O)c1cc(-c2ccccc2)nc2ccccc12 | -3
O=C(NCCNc1ccc([N+](=O)[O-])cc1Cl)c1ccccc1F | -1
c1ccc(C23CN4CCN(CC(C4)C2=N/N=C2\C4CN5CCN(C4)CC2(c2ccccc2)C5)C3)cc1 | 14
CCOC(=O)c1c(NC(=O)C2C3CCC(C3)C2C(=O)O)sc(C)c1C (stereo not drawn) | 8
O=C(c1ccc(-c2ccccc2)cc1)N1CCN(C2CCN(Cc3ccccc3)CC2)CC1 | -10
CNC(=S)N(C)/N=C/C(=O)c1ccccc1 | 6
CC(C)(C)c1ccc(C(=O)Oc2ccc(/C=N/O)cc2)cc1 | 8
Cc1cc(C)c2nc3s/c(=C\c4ccc(-c5cc(C)c(C)cc5[N+](=O)[O-])o4)c(=O)n3c2c1 | 8
CCN(CC)CCN1C(=O)C(O)=C(C(=O)/C=C/c2ccccc2)C1c1ccccc1[N+](=O)[O-] (stereo not drawn) | 1
CCc1ccc(N2C(=O)/C(=C/c3ccc(O)c(Cl)c3)C(=O)NC2=S)cc1 | 7
Brc1cccc(-c2nc(-c3cccnc3)no2)c1 | 5
S=C(c1ccccc1)N1CCN(c2cccc(Cl)c2)CC1 | 1
CCN1C(=O)/C(=C\C=C\c2cccc([N+](=O)[O-])c2)SC1=S | 3
The list continues:
SMILES | ER stress surv
CCOC(=O)/C(=C\c1ccc(-c2ccc(S(N)(=O)=O)cc2)o1)C(C)=O | 0
COC(=O)c1ccccc1NC(=O)C1CC(=O)N(c2ccc(C)cc2)C1 (stereo not drawn) | 14
O=S(=O)(c1ccc(Br)cc1)N1CCN(C/C=C/c2ccccc2)CC1 | -1
COc1ccc(C(=O)NCCSc2ccc(C)cc2)cc1OC | 10
COc1ccc(N=C2SC(C(=O)N3CCN(c4ccc([N+](=O)[O-])cc4)CC3)CC(=O)N2C)cc1 (stereo not drawn) | 2
CCCOc1ccc(C2Nc3cccc4cccc(c34)N2)cc1 | 3
COC(=O)c1c(C)oc2ccc(OCc3c(F)cccc3Cl)cc12 | 2
COc1c(Br)cc2c(cc(C)n2-c2ccccc2)c1OCC(O)CNC(C)C (stereo not drawn) | -7
CN1CCN(C(=O)c2ccc(S(=O)(=O)N3CCOCC3)cc2)CC1 | 10
O=C(CCCN1C(=O)c2ccccc2C1=O)NCc1ccco1 | 2
O=C1N=c2ccccc2=C1c1c(O)n(-c2ccccc2)[nH]c1=O | 9
N#Cc1ccc(/C=N/Nc2nc(-c3ccccc3)cs2)cc1 | 5
Cc1sc(NC(=O)c2ccc3c(c2)OCO3)c(C(N)=O)c1C | -2
C=CCN1C(=O)CS/C1=N\N=C\c1cccc([N+](=O)[O-])c1 | 0
COc1ccccc1/C=C1\SC(=S)N(CC(C)C)C1=O | 3
C=CCNCCCCOc1cc(C)c(Cl)c(C)c1 | -22
CN1CCN(NC(=S)Nc2cccc(Cl)c2)CC1 | 1
Cc1cc(/C=C2\C(=O)NC(=O)N(C)C2=O)c(C)n1-c1ccc(N(C)C)cc1 | 5
O=C(Nc1ccc(Cl)c(Cl)c1)c1cc2n(n1)C(C(F)(F)F)CC(c1ccccc1)N2 (stereo not drawn) | 5
NS(=O)(=O)c1ccc(NC(=S)NC(=O)c2ccccc2)cc1 | 2
COc1ccc([N+](=O)[O-])cc1NC(=O)C1C2CCC(C2=C(C)C)C1C(=O)O (stereo not drawn) | 0
Cc1cc(C)c2c(N)c(C#N)sc2n1 | 10
COc1ccc(NC(=S)NC(=O)c2ccc(F)cc2)cc1 | 1
COc1ccc(Br)cc1C(=O)Nc1cccnc1 | 1
Cc1cc(C(=O)N2CCN(c3ccc(F)cc3)CC2)ccc1[N+](=O)[O-] | 38
O=C(c1ccncc1)N1N=C(C(F)(F)F)CC1(O)c1ccc(Cl)cc1 (stereo not drawn) | -2
Clc1cccc(OCCCCCN2CCOCC2)c1 | -12
Cc1ccc(C(=O)NN(c2ccccc2)c2ccccc2)cc1[N+](=O)[O-] | 22
CCn1c2ccccc2c2cc(CN3CCN(C(=O)c4ccncc4)CC3)ccc21 | 17
